Compound activity: PubChem, several laboratories
Platelet DG rel – platelet dense granule release activity; human platelet-rich plasma, SFLLRN dense granule ATP release, luminescence; inhibition, %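 (compounds screened at 7.5 µM in platelet-rich plasma)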; 300,000 compounds, 0.22% hits; AID 1663;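 active = mean replicate score, as percent of positive control, at or above 50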
MrgX1 antagonist – human MrgX1 receptor antagonism, primary screen | MRGX1-HEK293 calcium flux, Fluo-4, BAM8-22 antagonism; hits give low values | 310,000 compounds, 1.3% hits | AID 588676 | B-score at 10 µM | Q96LB2;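 active = calcium-response B-score plate-corrected more than 3 library SD below zero, starting fluorescence within 5 deviations, no agonist response on first addition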;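 note: peak minus trough fluorescence over baseline after final BAM8-22 challenge near maximal dose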
MrgX1 PAM – human MrgX1 positive allosteric modulation, primary screen. B-score at 10 µM. MrgX1-HEK293, Fluo-4 calcium flux, FDSS; hits give high values. 310,000 compounds, 0.63% hits;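 active = plate-corrected calcium response at least 3 library SD above typical, normal starting fluorescence, not activating the receptor alone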;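 note: compound read alongside a low EC10 to EC30 dose of BAM8-22 agonist; peak minus trough fluorescence over baseline measured at the second addition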
RGS4 pot – RGS4 potentiation or activation; B-score at 10 µM; HEK293 M3R/inducible RGS4, carbachol calcium flux Fluo4; hits give low values; AID 463111; 310,000 compounds, 0.92% hits;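 active = B-score of the integrated calcium signal more than 4 SD below the library mean, with starting fluorescence not abnormally high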;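 note: negative B-score means reduced calcium response which marks RGS4 activation or potentiation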
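Assay system: Inducible-RGS4 HEK293 cells carrying M3 receptor | Schedule: Compound preincubation 20 min at room temperature before agonist | Signal: Kinetic calcium fluorescence imaging with Fluo4-AM dye, 2 µM | Read-out basis: B score from integrated fluorescence ratio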
SKKanGAS inh – inhibitors of SKKanGAS S. pyogenes growth in kanamycin (SK-promoter or general growth effect) | BacTiter-Glo, 6 h | inhibition, % at 7.5 µM | 300,000 compounds, 1.3% hits | AID 1662;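 active = mean replicate score, as percent of positive control median, at least 50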;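 note: strain carries kanamycin resistance gene driven by streptokinase promoter and grows in 40 µg/ml kanamycin; loss of luminescence reflects streptokinase promoter inhibition or plain growth inhibition; 0% = median of DMSO wells and 100% = positive control at its reference dose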
MrgX1 agonist – human MrgX1 receptor agonism, primary screen | B-score at 10 µM | Q96LB2 | 310,000 compounds, 0.44% hits | MrgX1-HEK293 cells, Fluo-4 calcium fluorescence, agonist mode; hits give high values;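 active = calcium response B-score plate-corrected fluorescence ratio at least 3 library SD, with starting fluorescence B-score inside 5 SD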
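System: HEK293 cells stably expressing human MrgX1 receptor; Dosing: test compound in the initial addition of three; Schedule: overnight plating, then 30 min 37 °C plus 30 min room-temperature dye loading; Detection: kinetic calcium dye fluorescence, Fluo-4 NW; Controls: per-plate positive and negative controls for Z′ factor.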
TRPC4 inh – blocks the mouse TRPC4 cation channel; Q9QUQ5; HEK293 TRPC4beta/mu-opioid, DAMGO-evoked Fluo4 calcium flux; hits give low values; B-score at 10 µM; 300,000 compounds, 0.39% hits; AID 2247;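 active = B-score over 3 SD under the library average, no early fluorescence shift, positive overall ratio signal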
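Assay system: TRPC4beta/mu-opioid receptor HEK293 cell line; compound dosing: single concentration per test compound; detection: Fluo4 Ca2+ flux fluorescence; evaluation: per-well B score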
RGS4 block – inhibitors of human RGS4; P49798; HEK293 M3R/RGS4 inducible, Fluo-4 calcium flux; hits give high values; triggered by carbachol at its EC20; B-score at 10 µM; 310,000 compounds, 0.45% hits; AID 463165;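 active = B-score, a plate-corrected calcium signal, over three deviations above library mean, with baseline fluorescence within five deviations of library mean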;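 note: RGS4 expression induced by doxycycline in cells with stable M3 receptor; B-score is computed from the integrated fluorescence ratio over baseline after carbachol; higher B-score means a larger calcium signal and so more RGS4 inhibition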
Target sequence (P49798 whole entry, looked up): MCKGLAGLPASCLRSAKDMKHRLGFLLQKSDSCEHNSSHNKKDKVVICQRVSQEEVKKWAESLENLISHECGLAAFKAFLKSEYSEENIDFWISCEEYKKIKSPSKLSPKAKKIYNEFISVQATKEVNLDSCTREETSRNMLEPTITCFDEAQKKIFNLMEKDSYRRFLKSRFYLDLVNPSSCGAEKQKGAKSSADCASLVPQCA
TRPC6 activator – mouse TRPC6 channel activation; Q61143; HEK293-TRPC6 membrane potential dye fluorescence; hits give high values; B-score at 10 µM; 310,000 compounds, 0.13% hits; AID 2550;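 active = B-score of the integrated fluorescence ratio above library mean plus 3 SD, and starting fluorescence ratio within library mean plus 5 SD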;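 note: higher score means more depolarization so channel activation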
Target sequence (Q61143 whole entry, looked up): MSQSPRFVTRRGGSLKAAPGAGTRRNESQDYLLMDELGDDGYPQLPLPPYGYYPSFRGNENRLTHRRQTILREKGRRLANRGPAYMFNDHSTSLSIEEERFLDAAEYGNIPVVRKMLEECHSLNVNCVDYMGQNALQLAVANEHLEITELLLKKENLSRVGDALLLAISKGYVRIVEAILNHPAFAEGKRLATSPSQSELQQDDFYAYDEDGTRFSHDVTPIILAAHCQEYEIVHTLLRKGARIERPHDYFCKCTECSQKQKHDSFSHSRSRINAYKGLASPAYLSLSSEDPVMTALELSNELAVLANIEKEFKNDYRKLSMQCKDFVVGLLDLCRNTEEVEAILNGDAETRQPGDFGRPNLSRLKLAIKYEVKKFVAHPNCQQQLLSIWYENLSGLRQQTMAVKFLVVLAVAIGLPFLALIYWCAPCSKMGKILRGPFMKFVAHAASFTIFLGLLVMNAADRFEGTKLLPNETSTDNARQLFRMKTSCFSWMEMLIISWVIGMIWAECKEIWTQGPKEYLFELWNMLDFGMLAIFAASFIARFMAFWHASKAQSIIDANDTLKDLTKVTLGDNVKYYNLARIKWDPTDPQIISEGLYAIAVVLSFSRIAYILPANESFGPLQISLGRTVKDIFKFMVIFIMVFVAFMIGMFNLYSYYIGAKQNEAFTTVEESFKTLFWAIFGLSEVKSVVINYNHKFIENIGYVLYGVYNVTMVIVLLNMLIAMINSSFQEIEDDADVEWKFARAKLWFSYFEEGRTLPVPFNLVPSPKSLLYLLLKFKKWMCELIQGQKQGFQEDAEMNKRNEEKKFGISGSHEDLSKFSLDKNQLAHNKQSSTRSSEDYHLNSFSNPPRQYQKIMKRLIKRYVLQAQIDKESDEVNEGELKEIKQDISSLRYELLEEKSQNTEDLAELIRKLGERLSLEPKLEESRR
HIF act – HIF pathway transcriptional activation; U2OS HRE-luciferase reporter, luminescence; normalized: DMSO 0%, desferrioxamine 100%; activation, % at 7.5 µM (by protocol); AID 1910; 300,000 compounds, 0.32% hits;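 active = mean activation of at least 10% of the iron chelator positive control signal, with at least half of replicates also reaching 10%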
TRPC6 inhibitor – inhibitors of mouse TRPC6 channel; Q61143; HEK293-TRPC6, membrane potential dye, ACh-evoked depolarization; hits give low values; B-score at 10 µM; 310,000 compounds, 1.1% hits; AID 2553;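 active = B-score under library mean minus 3 SD, initial fluorescence not abnormally high, positive integrated signal ratio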;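 note: B-score derived from integrated fluorescence ratio over the kinetic read; more negative B-score means stronger inhibition of depolarization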
* = called active by the depositor; i = inactive; x = no result given.

SMILES | Platelet DG rel | MrgX1 antagonist | MrgX1 PAM | RGS4 pot | SKKanGAS inh | MrgX1 agonist | TRPC4 inh | RGS4 block | TRPC6 activator | HIF act | TRPC6 inhibitor
Cc1cc(S(=O)(=O)N2CCN(c3ccccc3F)CC2)ccc1-n1cnnn1 | 0 | i | i | i | -7 | i | i | i | i | 0.0 | i
COc1ccc(C)cc1NC(=O)CN1CCCN(S(=O)(=O)c2ccc(Br)cc2)CC1 | -2 | i | i | i | 15 | i | i | i | i | -0.3 | i
C=CCNC(=O)C1CCN(c2cnccn2)CC1 | 6 | i | i | i | 5 | i | i | i | i | 0.2 | i
Clc1cccc(C[n+]2cc(-c3ccccc3)n3c2CCC3)c1 | 8 | i | i | i | 6 | i | -6* | i | i | 0.0 | i
O=C(CCn1c(=O)c2ccccc2n(CC(=O)NC2CCCC2)c1=O)NCCc1ccc(Cl)cc1 | 2 | i | i | i | -4 | i | i | i | i | 0.3 | i
Fc1cccc(Cc2noc(CN3CCSCC3)n2)c1 | -16 | i | i | i | -9 | i | i | i | i | -0.5 | i
CC(=O)Nc1c2c(nn1-c1ccccc1)CSC2 | -1 | i | i | i | -2 | i | i | i | i | -0.2 | i
Cc1ccc(NC(=O)Cn2cncc2-c2ccc([N+](=O)[O-])cc2)cc1C | -2 | i | i | i | 3 | i | i | i | i | -0.1 | i
COC(=O)[C@@H]1CC[C@H](C)[C@@H](c2ccc(C)cc2)N1C(=O)c1ccc(/C=N/O[C@H](C)c2cn([C@@H]3COC[C@H]3O)nn2)cc1 | 5 | i | i | i | 0 | i | i | i | i | -0.5 | i
CN(C)S(=O)(=O)c1cccc(NC(=O)CNC2CCCCC2)c1 | -1 | i | i | i | -8 | i | i | i | i | 0.2 | i
COC(=O)c1sccc1NC(=O)c1ccncc1 | 1 | i | i | i | 3 | i | i | i | i | -1.2 | i
Cc1ccc(C(=O)CSc2nnc3c4ccccc4nc(Cc4ccccc4)n23)cc1 | 10 | i | i | i | 2 | i | i | i | i | -0.3 | i
CN(/N=C/c1ccc(N(C)C)cc1)C1=NS(=O)(=O)c2ccccc21 | 0 | i | i | i | 5 | i | i | i | i | 1.3 | i
O=C(NC1CCN(Cc2ccc(F)cc2)CC1)c1ccccc1 | 1 | i | i | i | -6 | i | i | i | i | -14 | i
COc1ccccc1NC(=O)C1CCCN(S(=O)(=O)c2ccc3[nH]c(=O)ccc3c2)C1 (stereo not drawn) | 1 | i | i | i | -3 | i | i | i | i | -0.5 | i
Cc1cccc(C(=O)NCCc2nnc(SCC(=O)Nc3cccc(C(=O)O)c3)n2C)c1 | x | i | i | i | x | i | i | i | i | x | i
CCOCCCNC(=S)Nc1ccc2nc(N3CCOCC3)cc(C)c2c1 | -12 | i | i | i | -4 | i | i | i | i | -34 | i
O=C(COc1ccccc1)NCCc1cn2ccsc2n1 | 6 | i | i | i | -1 | i | i | i | i | 0.1 | i
COc1cc(NC(=O)COc2ccc(Br)cc2)ccc1NC(=O)C(C)C | 4 | i | i | i | 5 | i | i | i | i | 0.4 | i
Cc1cc2c(cc1C)C(c1ccccc1Br)CC(=O)N2 (stereo not drawn) | -8 | i | i | i | 24 | i | i | i | i | 0.4 | i
CCCc1nnc(SCC(=O)N2CCOCC2)n1CCCOC | x | i | i | i | 11 | i | i | i | i | -0.7 | i
COc1ccc(C(=O)COC(=O)Cc2c[nH]c3ccccc23)c(OC)c1 | 25 | i | i | i | 6 | i | i | i | i | -0.3 | i
O=C1OC(/C=C/c2ccccc2)=NC/1=C/c1ccco1 | 13 | i | i | i | -17 | i | i | i | i | 0.2 | i
COc1ccc2c(c1OC)CN1CCc3cc4c(cc3[C@@H]1[C@@H]2O)OCO4 | -12 | i | i | i | 6 | i | i | i | i | -3.4 | i
CCOC(=O)C1=C(C)N=c2s/c(=C\c3cccc(OCC(=O)O)c3)c(=O)n2C1c1ccccc1OC (stereo not drawn) | 3 | i | i | i | 10 | i | i | i | i | -0.5 | i

Following part
SMILES | Platelet DG rel | MrgX1 antagonist | MrgX1 PAM | RGS4 pot | SKKanGAS inh | MrgX1 agonist | TRPC4 inh | RGS4 block | TRPC6 activator | HIF act | TRPC6 inhibitor
Fc1ccccc1Cn1nnc(-c2ccc3c(c2)OCO3)n1 | -3 | i | i | i | 37 | i | i | i | i | 2.2 | i
O=S(=O)(NCc1ccco1)c1ccc(Cl)cc1Cl | 16 | i | i | i | 0 | i | i | i | i | -0.2 | i
Cc1ccccc1NC(=S)N/N=C1\CC(C)(C)Oc2ccc(O)cc21 | 4 | i | i | i | 14 | i | i | i | i | -0.2 | i
CCC(c1nnnn1Cc1ccccc1)N1CCN(C(=O)c2ccco2)CC1 (stereo not drawn) | -13 | i | i | i | -9 | i | i | i | i | -0.3 | i
COC(=O)CCn1nnc(-c2ccc(C(C)C)cc2)n1 | -4 | i | i | i | -3 | i | i | i | i | -5.8 | i
Cc1ccccc1CN1CCc2c(OCC(=O)N3CCCc4ccccc43)cccc2C1=O | -6 | i | i | i | 18 | i | i | i | i | -0.7 | i
N#Cc1ccc(CSc2ccccn2)c(Cl)c1 | -1 | i | i | i | 6 | i | i | i | i | 1.4 | i
Cc1nnc(N/N=C/c2ccc([N+](=O)[O-])cc2)n1N | -4 | i | i | i | 0 | i | i | i | i | 3.1 | i
COCc1nnc(NC(=O)CCC2CCCCC2)s1 | 6 | i | i | i | 5 | i | i | i | i | 1.0 | i
COc1cccc(C(=O)Nc2cc([N+](=O)[O-])ccc2N2CCN(C)CC2)c1 | -5 | i | i | i | 1 | i | i | i | i | 0.0 | -11*
Cc1c(C)c2ccc(O)c(CN3CCN(C)CC3)c2oc1=O | 0 | i | i | i | 0 | i | i | i | i | 1.8 | i
CC(=O)c1sc(-c2ccc(F)cc2)cc1NS(=O)(=O)c1ccc(C)cc1 | 13 | i | i | i | 4 | i | i | i | i | 0.7 | i
S=C(Nc1cccnc1)N1CCCCC1 | -2 | i | i | i | 10 | i | i | i | i | 1.0 | i
CCCN(CCC)CCNC(=O)C1c2ccccc2C(=O)N2CCc3ccccc3C12 (stereo not drawn) | 1 | i | i | i | -13 | i | i | i | i | 0.6 | i
O=C(Nc1nnc(-c2ccccc2)o1)C1CCCCC1 | -7 | i | i | i | 2 | i | i | i | i | 0.7 | i
COc1ccc(C(=O)CSc2nnc(-c3cc(C)on3)o2)cc1 | -5 | i | i | i | 7 | i | i | i | i | -0.2 | i
O=C(O)CCn1c(=O)sc2ccccc21 | 5 | i | i | i | -5 | i | i | i | i | 0.2 | i
CCc1ccc2[nH]c(=O)c(CN(Cc3nnnn3C3CCCC3)C3CCCCC3)cc2c1 | 0 | i | i | i | -8 | i | i | i | i | 0.8 | i
CN(C(=O)CC(=O)Nc1ccc(Cl)c(Cl)c1)c1ccccc1 | 5 | i | i | i | -23 | i | i | i | i | 0.0 | i
O=C(Cn1cnnn1)Nc1cccc([N+](=O)[O-])c1 | 0 | i | i | i | 0 | i | i | i | i | -0.1 | i
Cc1ccc(S(=O)(=O)N2CCC(=O)N2)cc1 | 2 | i | i | i | 0 | i | i | i | i | -0.2 | i
CCN1CCN(C(=O)c2cnn3c(C(F)F)cc(-c4ccc(C)cc4)nc23)CC1 | -5 | -8.5* | i | i | 8 | i | i | i | i | 0.1 | i
Clc1nc2sccn2c1/C=N/n1cnc2ccccc21 | 4 | i | i | i | 16 | i | i | i | i | 1.7 | i
Clc1ccc(CO/N=C/c2c(-c3ccccc3)nc3n2CCS3)c(Cl)c1 | -4 | i | i | i | 24 | i | i | i | i | -0.4 | i
O=C(c1ccccc1)c1c[nH]cc1-c1ccccc1 | 2 | i | i | i | 2 | i | i | i | i | -0.2 | i

(more compounds)
SMILES | Platelet DG rel | MrgX1 antagonist | MrgX1 PAM | RGS4 pot | SKKanGAS inh | MrgX1 agonist | TRPC4 inh | RGS4 block | TRPC6 activator | HIF act | TRPC6 inhibitor
CC1CN(C(=O)COc2ncnc3ccccc23)CC(C)O1 (stereo not drawn) | 3 | i | i | i | -3 | i | i | i | i | 0.7 | i
Cc1cc2nc(-c3ccc(SCC(=O)Nc4ccc(S(=O)(=O)NC5CC5)cc4)nc3)[nH]c2cc1C | -7 | i | i | i | 35 | i | i | i | i | 0.7 | i
O=C1CC(c2ccccc2)CC(O)=C1C=Nc1ccccc1O (stereo not drawn) | -1 | i | i | i | 0 | i | i | i | i | -0.8 | i
COc1cccc(C(=O)N2CCN(C(=O)COc3ccc4ccccc4c3)CC2)c1 | -1 | i | i | i | 2 | i | i | i | i | -0.3 | i
COC(=O)c1c(NC(=O)CSc2nc3ccccc3c(=O)n2Cc2ccco2)sc(C)c1C | 13 | i | i | i | 8 | i | i | i | i | -0.5 | i
Cc1cccc(N2CCN(C(=O)c3ccc4c(c3)c(C)c(C)n4C)CC2C)c1 (stereo not drawn) | 3 | i | i | i | 9 | i | i | i | i | -0.7 | -5.1*
O=S1(=O)N=C(N/N=C/c2cccs2)c2ccccc21 | 1 | i | i | i | 6 | i | i | i | i | -0.4 | i
COc1cc([N+](=O)[O-])ccc1NC(=O)NNC(=O)c1sccc1C | 0 | i | i | i | -4 | i | i | i | i | -0.6 | i
O=C(CCN1C(=O)/C(=C/c2cccs2)SC1=S)N1CCCCC1 | -29 | i | i | i | 0 | i | i | i | i | 1.8 | i
Cn1c(O)c(N=NC(=O)c2ccccc2O)c2ccccc21 | 2 | i | i | i | 26 | i | i | i | i | 2.0 | i
Cc1cc(N2CCN(C)CC2)nc(=S)[nH]1 | 1 | i | i | i | -1 | i | i | i | i | -0.1 | i

A draw from above in order of heavy-atom count, high to low.
SMILES | Platelet DG rel | MrgX1 antagonist | MrgX1 PAM | RGS4 pot | SKKanGAS inh | MrgX1 agonist | TRPC4 inh | RGS4 block | TRPC6 activator | HIF act | TRPC6 inhibitor
Cc1cc2nc(-c3ccc(SCC(=O)Nc4ccc(S(=O)(=O)NC5CC5)cc4)nc3)[nH]c2cc1C | -7 | i | i | i | 35 | i | i | i | i | 0.7 | i
COc1cccc(C(=O)N2CCN(C(=O)COc3ccc4ccccc4c3)CC2)c1 | -1 | i | i | i | 2 | i | i | i | i | -0.3 | i
Cc1cccc(N2CCN(C(=O)c3ccc4c(c3)c(C)c(C)n4C)CC2C)c1 (stereo not drawn) | 3 | i | i | i | 9 | i | i | i | i | -0.7 | -5.1*
O=S1(=O)N=C(N/N=C/c2cccs2)c2ccccc21 | 1 | i | i | i | 6 | i | i | i | i | -0.4 | i
